# VLA-4 inh: inhibition in a human VLA-4 binding assay | VLA-4 expressing cells, ligand binding flow cytometry | inhibition, % (about 7 µM as worked out from the volumes in the protocol) | 0.2% of 330,000 active; in the data active means inhibition above about 50%
# MEX-5 binding: C. elegans MEX-5 TCR-2 RNA binding activity. activity score (negative = inhibition of binding), % at 10 µM. 0.38% of 300,000 active. Q9XUB2. MEX-5/FITC-TCR2 RNA binding, fluorescence polarization; active compounds read low;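 active means inhibition past about -25% in most replicates, and total fluorescence under double the plate's negative control median, limit read from the data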;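 further: 0% = DMSO and -100% = 5 µM competing unlabeled TCR2 RNA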
# MCL1 BIM primary: inhibitors of human MCL1 binding to BIM-BH3 peptide | Q07820 | GST-MCL1 / FITC-Bim-BH3 fluorescence polarization | inhibition, % at 10.9 µM | 0.68% of 320,000 active;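 active means inhibition above the mean inhibition of all tested compounds plus 3 SD, set per campaign, cut at about 40% in these data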;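 further: 0% = DMSO wells and 100% = unlabeled Bim-BH3 peptide control; higher means more loss of mP so more displacement of Bim peptide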
# Target sequence (Q07820 whole entry, looked up): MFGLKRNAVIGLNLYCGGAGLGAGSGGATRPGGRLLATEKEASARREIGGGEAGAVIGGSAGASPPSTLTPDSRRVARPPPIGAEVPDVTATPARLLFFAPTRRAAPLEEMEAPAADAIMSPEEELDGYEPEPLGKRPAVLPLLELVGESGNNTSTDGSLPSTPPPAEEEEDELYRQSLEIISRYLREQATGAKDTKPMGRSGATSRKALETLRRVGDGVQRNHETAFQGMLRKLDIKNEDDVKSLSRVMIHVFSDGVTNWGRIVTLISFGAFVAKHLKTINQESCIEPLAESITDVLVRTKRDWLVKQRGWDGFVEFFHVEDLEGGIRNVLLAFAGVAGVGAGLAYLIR
# CR mimetic SO: yeast age-related superoxide inhibition as caloric restriction mimetic; S. cerevisiae aged cells, superoxide DHE fluorescence; active compounds read low; superoxide response (% of plate mean), % at 10 µM; 0.18% of 330,000 active; AID 2690;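 active means superoxide response under a set limit, about three screen SD below normal, cut at about 65% in these data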;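 further: yeast aged for seven days with compound at 30 °C before DHE staining; 100% = average MFI of all compound-treated wells on the plate with controls excluded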
# AGP1-GFP MLPCN: alters AGP1-GFP fluorescence in TOR pathway yeast screen; GFP response vs DMSO, % at 10 µM; 0.02% of 320,000 active; AID 2066; S. cerevisiae AGP1-GFP multiplex flow cytometry, 3 h; GFP as percent of DMSO wells;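 active means GFP response relative to DMSO above a set limit, near screen average plus 3 SD, cut at about 150% in these data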;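 further: median GFP channel fluorescence of the gated AGP1 strain per well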
# Bcl-xL primary: Bcl-xL (human) inhibition. Q07817. GST-Bcl-xL / FITC-Bim BH3 peptide fluorescence polarization. inhibition, % at 10.9 µM. 0.7% of 320,000 active;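 active means inhibition above the mean of all tested compounds plus 3 SD, cutoff set per campaign, cut at about 30% in these data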;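 further: 0% = DMSO wells and 100% = unlabeled Bim-BH3 peptide competitor; inhibitors lower millipolarization by displacing the labeled peptide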
# Target sequence (Q07817 whole entry, looked up): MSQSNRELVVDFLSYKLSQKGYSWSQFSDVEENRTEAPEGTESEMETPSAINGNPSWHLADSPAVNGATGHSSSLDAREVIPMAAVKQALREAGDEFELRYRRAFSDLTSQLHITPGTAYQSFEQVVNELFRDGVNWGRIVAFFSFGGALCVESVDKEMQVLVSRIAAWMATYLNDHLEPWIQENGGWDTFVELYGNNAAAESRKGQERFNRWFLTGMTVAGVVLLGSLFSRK
# GRK2 aptamer HTS: inhibitors of human GRK2 displacing RNA aptamer. bead flow cytometry, FAM-aptamer displacement from GRK2. AID 488847. inhibition of aptamer binding, % at 10 µM. 0.59% of 330,000 active;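 active means inhibition of aptamer binding above 40%, roughly 3 SD of noise, on plates passing a quality check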;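 further: median bead fluorescence of bound FAM aptamer so fluorescent compounds give negative values; no value below 0 was filed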
# CIT2-GFP yeast: yeast TOR pathway CIT2-GFP modulation; S. cerevisiae CIT2-GFP strain, flow cytometry, 3 h; 100 means same as DMSO wells; GFP response vs DMSO, % at 10 µM; 0.065% of 320,000 active; AID 2029;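 active means GFP response relative to DMSO above a set limit, near the screen mean plus 3 SD, cut at about 150% in these data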;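 further: ratio of well median GFP fluorescence to mean of DMSO wells on the plate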
# GLD-1 TGE inh: GLD-1-TGE RNA interaction inhibition (C. elegans). Q17339. purified GLD-1 + fluorescein TGE RNA, fluorescence polarization. inhibition, % at 5.96 µM. 0.44% of 320,000 active. AID 2280;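 active means percent inhibition above a per-plate cutoff, the plate mean of test compounds plus 3 SD, cut at about 30% in these data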;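 further: 0% = DMSO wells with GLD-1 and probe and 100% = wells lacking GLD-1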
# Target sequence (Q17339 whole entry, looked up): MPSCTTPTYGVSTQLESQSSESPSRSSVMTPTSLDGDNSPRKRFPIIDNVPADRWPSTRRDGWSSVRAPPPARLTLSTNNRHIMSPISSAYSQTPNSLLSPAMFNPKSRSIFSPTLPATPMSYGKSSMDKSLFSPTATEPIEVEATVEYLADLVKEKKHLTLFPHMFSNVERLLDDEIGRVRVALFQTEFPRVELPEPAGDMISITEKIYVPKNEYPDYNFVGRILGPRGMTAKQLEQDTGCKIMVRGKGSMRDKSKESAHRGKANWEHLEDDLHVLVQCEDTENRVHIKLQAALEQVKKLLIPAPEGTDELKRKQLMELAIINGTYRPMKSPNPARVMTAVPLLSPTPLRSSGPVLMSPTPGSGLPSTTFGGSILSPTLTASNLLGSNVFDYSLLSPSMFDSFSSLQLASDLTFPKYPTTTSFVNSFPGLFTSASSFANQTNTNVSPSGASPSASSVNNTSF
# * = called active by the depositor; i = inactive; x = not tested or not shown; [ ] = dose if it differs, or a comment.
SMILES,VLA-4 inh,MEX-5 binding,MCL1 BIM primary,CR mimetic SO,AGP1-GFP MLPCN,Bcl-xL primary,GRK2 aptamer HTS,CIT2-GFP yeast,GLD-1 TGE inh
Cc1ccc(C(CC(=O)O)C2CCOC(C)(C)C2)cc1 (centres undefined),-9,-0.2,9,112,102,2,2,101,-2
NC(=O)C1CCN(C(=O)COc2cccc3ccccc23)CC1,14,-1.4,3,93,98,1,1,99,5
Cc1c(C(=O)Nc2nc(-c3ccccn3)cs2)oc2ccccc12,-56,x,22,96,55,19,1,68,9
NC(=O)c1ccc[n+](CC(=O)c2ccccc2)c1,-3,1.1,-7,96,106,2,0,104,2
CC(C)Oc1ccc(S(=O)(=O)N2CCOCC2)cc1NC(=O)C1CSC2(C)CCC(=O)N12 (centres undefined),2,2.1,-12,102,110,-11,0,109,2
CC(C)c1nnc(N2C(=O)c3oc4ccccc4c(=O)c3C2c2ccco2)s1 (centres undefined),28,-3.6,6,97,x,3,0,88,1
COc1ccc(-n2c(Cn3nnc4ccccc43)nnc2SCC(=O)O)cc1,0,1.2,-2,117,94,2,0,91,-3
CCn1nnnc1SCC(=O)N1CCCCC1,27,1.3,4,102,110,6,0,97,0
COC(=O)c1c(C)[nH]c(C)c1-c1ccc([N+](=O)[O-])cc1,6,-0.3,-1,93,82,-3,0,85,-5
COc1ccc(S(=O)(=O)N(C)c2ccc(C(=O)NCc3ccccn3)cc2)cc1,1,1.4,3,109,93,-1,1,99,16
CCOc1ccccc1NC(=O)NC1CCCCCCC1,4,x,x,118,97,x,3,96,x
O=C(NN=C1CCCC1)c1ccccc1OCc1ccc(Cl)cc1,-3,-0.9,-5,91,102,-2,2,100,-4
CSc1nc2[nH]ncc2c(=O)n1-c1ccccc1,31,-0.5,4,110,101,0,0,104,6
CCCCN(CCCC)S(=O)(=O)c1ccc(NS(=O)(=O)c2ccc(NC(C)=O)cc2)cc1,-2,1.7,-4,88,98,0,1,98,5
O=C(OCC#Cc1c(COC(=O)c2ccccc2)nnn1Cc1ccccc1)c1ccccc1,7,2.0,7,96,90,6,0,99,2
Nc1nc(SCC(=O)Nc2cc(Cl)c(Cl)cc2Cl)n[nH]1,4,x,x,111,104,x,0,109,-4
COc1cc(/C=N/NC(=O)CNC(=O)c2ccc3c(c2)OCCO3)ccc1O,2,-0.5,7,95,103,3,3,115,-4
C[C@H]1CN([C@@H](C)CO)C(=O)c2cccc(NC(=O)c3cnccn3)c2O[C@@H]1CN(C)S(=O)(=O)c1ccc(F)cc1,0,x,x,110,101,x,0,110,-6
Cc1ccc(S(=O)(=O)NC(=O)Nc2cc(C)ccc2F)cc1,x,2.2,-3,108,98,-1,0,96,2
Cc1nn(C)c(C)c1S(=O)(=O)N1CCC(CO)(CC2CCCCO2)CC1 (centres undefined),8,1.5,2,96,91,1,0,90,3
CS(=O)(=O)c1ccc2c(c1)sc1nc(=O)c(/C=C3/C=CC(=O)C(O)=C3)c(N)n12,-19,28,-10,98,100,1,6,96,-21
CCCC(C)NC(=O)c1cc(S(=O)(=O)N2CCCCCC2)ccc1OC (centres undefined),-22,x,-9,91,92,-1,0,87,6
Cc1ccc(/C=N/n2nnnc2N)o1,9,0.9,4,114,99,3,1,98,5
COc1ccc(CN(CC(=O)NCc2ccc(F)cc2)C(=O)CCC(=O)Nc2nccs2)cc1,-3,-0.6,0,92,89,4,0,97,4
C/C(=N\NC(=O)CSc1nc(C)[nH]c1[N+](=O)[O-])c1ccc(F)cc1,8,-5.0,-6,113,105,-4,0,102,5

# Reprinted at random: six records from the list
SMILES,VLA-4 inh,MEX-5 binding,MCL1 BIM primary,CR mimetic SO,AGP1-GFP MLPCN,Bcl-xL primary,GRK2 aptamer HTS,CIT2-GFP yeast,GLD-1 TGE inh
CCCC(C)NC(=O)c1cc(S(=O)(=O)N2CCCCCC2)ccc1OC (centres undefined),-22,x,-9,91,92,-1,0,87,6
CC(C)Oc1ccc(S(=O)(=O)N2CCOCC2)cc1NC(=O)C1CSC2(C)CCC(=O)N12 (centres undefined),2,2.1,-12,102,110,-11,0,109,2
Nc1nc(SCC(=O)Nc2cc(Cl)c(Cl)cc2Cl)n[nH]1,4,x,x,111,104,x,0,109,-4
Cc1ccc(C(CC(=O)O)C2CCOC(C)(C)C2)cc1 (centres undefined),-9,-0.2,9,112,102,2,2,101,-2
NC(=O)C1CCN(C(=O)COc2cccc3ccccc23)CC1,14,-1.4,3,93,98,1,1,99,5
O=C(NN=C1CCCC1)c1ccccc1OCc1ccc(Cl)cc1,-3,-0.9,-5,91,102,-2,2,100,-4

# Further results follow.
SMILES,VLA-4 inh,MEX-5 binding,MCL1 BIM primary,CR mimetic SO,AGP1-GFP MLPCN,Bcl-xL primary,GRK2 aptamer HTS,CIT2-GFP yeast,GLD-1 TGE inh
CC(=O)c1ccccc1NC(=O)COC(=O)c1c(C)nn(-c2ccccc2)c1C,5,x,-3,84,87,0,0,95,3
O=C(Nc1ccccc1-c1nc2ccccc2s1)c1cccnc1Cl,-13,1.2,5,127,95,4,0,99,-5
O=C(COc1ccc([N+](=O)[O-])cc1)Nc1ccccc1N1CCCC1,0,-3.8,14,103,93,4,0,96,5
O=C(COc1cccc2ccccc12)N/N=C/c1ccncc1,-8,-3.0,8,i,104,4,0,102,2
CC1(C)OC(C)(C)/C(=C\c2ccc(OCC(N)=O)cc2)C1=O,19,x,-2,86,109,3,0,98,-1
CN1C(=O)N(c2ccccc2)C(Nc2nncs2)C1(C)C (centres undefined),23,2.6,0,96,104,9,0,101,-1
COc1cc(C2NC(=O)c3ccccc3O2)ccc1OC(C)C (centres undefined),19,0.0,11,85,99,0,0,95,1
O=C(c1ccc(Br)cc1)c1cc(-c2ccccn2)c(N2CCOCC2)s1,22,1.2,4,96,90,4,0,88,10
Cc1ccc(C(=O)OC(C)C(=O)c2cc(C)c(C)cc2C)o1 (centres undefined),-4,1.1,-3,110,97,1,0,97,1
Cc1nc(-c2ccccc2)cc(N2CCCC2)n1,3,-1.6,-2,84,95,-3,0,103,1
CC(=O)Nc1ccc(OCc2cccc3ccccc23)cc1,12,4.0,-6,99,77,-3,2,82,-2
CNC(=O)c1nn(-c2ccc(Cl)cc2)ccc1=O,0,0.5,0,95,110,7,0,110,-3
COc1ccc(N2CCN(C3CC(=O)N(Cc4ccccc4)C3=O)CC2)cc1 (centres undefined),7,-1.3,3,115,105,1,2,104,9
COc1ccc(/C=N/Nc2nc(N3CCCC3)nc(N3CCCC3)n2)cc1,11,2.6,8,92,86,7,0,84,6
COc1cc2c(cc1OC)C(c1cc(Br)c(OC)c(OC)c1)CC(=O)N2 (centres undefined),6,1.6,x,103,101,x,2,105,x
CCn1c(COc2ccccc2OC)nc2ccccc21,-11,0.5,-9,99,101,-5,0,99,-2
CCN(CC)C(=O)C1CCCN(C(=O)c2cc(COc3cccc(OC)c3)on2)C1 (centres undefined),-5,-2.1,9,108,86[may fluoresce green],3,1,86[may fluoresce green],-1
CCOC(=O)c1cnc(-n2nc(C)cc2C)nc1N(CC)CC,4,2.9,-2,91,98,6,1,95,5
COc1ccc(-n2cc(C(=O)c3ccc4ccccc4c3O)cn2)cc1,1,-0.3,2,94,117,3,1,116,1
Cn1c(=O)c2c(ncn2CC(COCc2ccccc2Cl)OCc2ccccc2Cl)n(C)c1=O (centres undefined),17,0.7,3,96,99,5,1,101,1
CCOc1ccccc1NC(=O)COC(=O)Cc1ccsc1,4,x,1,106,108,3,0,98,1
COc1ccc(NC(=O)c2ccco2)c(NC(=O)Cc2cccs2)c1,9,2.6,1,94,x,4,4,88,-1
COc1ccccc1C(=O)N/C(=C\c1cn(C)c2ccccc12)C(=O)N1CCCC1,-8,-2.8,-2,88,96,4,1,102,-9
CC(C)(C)OC(=O)N1CCC[C@H]1C(=O)Nc1ccc(S(=O)(=O)C(F)F)cc1,5,0.8,-19,82,98,1,0,97,-2
O=C1CCc2cc(S(=O)(=O)Nc3ccccc3)cc3c2N1CC3,13,-0.7,2,98,103,-2,2,105,2

# Five entries already listed, sorted by the value under MCL1 BIM primary, rising:
SMILES	VLA-4 inh	MEX-5 binding	MCL1 BIM primary	AGP1-GFP MLPCN	Bcl-xL primary	GRK2 aptamer HTS	CIT2-GFP yeast	GLD-1 TGE inh
CC(=O)Nc1ccc(OCc2cccc3ccccc23)cc1	12	4.0	-6	77	-3	2	82	-2
Cc1nc(-c2ccccc2)cc(N2CCCC2)n1	3	-1.6	-2	95	-3	0	103	1
CNC(=O)c1nn(-c2ccc(Cl)cc2)ccc1=O	0	0.5	0	110	7	0	110	-3
COc1ccc(NC(=O)c2ccco2)c(NC(=O)Cc2cccs2)c1	9	2.6	1	x	4	4	88	-1
COc1ccc(-n2cc(C(=O)c3ccc4ccccc4c3O)cn2)cc1	1	-0.3	2	117	3	1	116	1

# Carrying on:
SMILES,VLA-4 inh,MEX-5 binding,MCL1 BIM primary,CR mimetic SO,AGP1-GFP MLPCN,Bcl-xL primary,GRK2 aptamer HTS,CIT2-GFP yeast,GLD-1 TGE inh
c1ccc(C(c2ccccc2)c2noc(CN3CCC(c4ccncc4)CC3)n2)cc1,1,0.9,-7,98,100,1,1,101,4
CCOc1ccc(/C(O)=C2/C(=O)C(=O)N(CC3CCCO3)C2c2cccs2)cc1 (centres undefined),5,0.5,1,107,97,4,3,97,-2
CC1(C)CC(=O)C/C(=N/NC(=O)CCCOc2ccc(Cl)cc2Cl)C1,9,2.7,-6,115,90,-5,3,94,-5
Clc1ccc(OCc2nc(-c3ccc(Br)o3)no2)cc1,-13,1.9,2,100,87,6,0,102,-1
Cc1c(CC(=O)Nc2ccc(Cl)cc2)sc2ccc(Cl)cc12,4,1.2,2,98,105,-2,1,99,0
CCc1cccc2c(C(=O)COC(=O)c3nccnc3N)c[nH]c12,-13,2.3,-16,101,107,-9,0,96,-7
c1ccc(CN2CCC(Nc3nc(-c4ccccc4)nc4ccccc34)CC2)cc1,8,1.1,-5,86,108,-3,0,108,-2
Cn1cc(C(=O)N/N=C/C(Br)=C\c2ccccc2)ccc1=O,1,-3.4,-6,98,100,-1,2,94,5
O=C(O)c1ccccc1Cc1nc2cc(Cl)ccc2c(=O)[nH]1,17,-0.4,0,119,98,9,4,101,6
COc1cc(Br)cc(/C=N/c2ncn[nH]2)c1O,12,2.7,8,86,90,1,1,101,1
Nc1nc2n(c1C(=O)c1ccccc1)CCC2,6,-0.4,-1,103,84,3,0,117,-5
CC(C)c1cc(C(=O)N/N=C/C(Br)=C/c2ccccc2)n[nH]1,-119,0.5,5,110,109,-3,0,119,-6
CC(C)Cn1nc(C(=O)Nc2cccc(C(=O)NC3CC3)c2)c2ccccc2c1=O,-8,x,0,119,92,0,0,89,4
O=C(COC(=O)c1ccccn1)NCc1ccccc1,-16,0.3,0,86,102,5,0,95,8
O=C(COC(=O)c1cc2ccccc2oc1=O)Nc1cccc(Br)c1,-10,0.9,-2,119,105,1,0,97,3

# Some of the entries so far, field by field:
> Cn1cc(C(=O)N/N=C/C(Br)=C\c2ccccc2)ccc1=O
  VLA-4 inh: 1	MEX-5 binding: -3.4	MCL1 BIM primary: -6	CR mimetic SO: 98	AGP1-GFP MLPCN: 100	Bcl-xL primary: -1	GRK2 aptamer HTS: 2	CIT2-GFP yeast: 94	GLD-1 TGE inh: 5

> O=C(O)c1ccccc1Cc1nc2cc(Cl)ccc2c(=O)[nH]1
  VLA-4 inh: 17	MEX-5 binding: -0.4	MCL1 BIM primary: 0	CR mimetic SO: 119	AGP1-GFP MLPCN: 98	Bcl-xL primary: 9	GRK2 aptamer HTS: 4	CIT2-GFP yeast: 101	GLD-1 TGE inh: 6

# Compound activity: PubChem, several laboratories
